High-throughput results deposited in PubChem BioAssay by several laboratories.
DAX1 inh-1 – DAX1 (NR0B1) inhibitors, primary screen, cell-based, HEK293, Gal4-DAX1, luciferase luminescence. HEK293 Gal4-DAX1 luciferase reporter. Nuclear receptor subfamily 0 group B member 1 (Homo sapiens), P51843. hit rate 0.99% among 340,000. inhibition, % at 6.75 µM. AID 504766, 2011;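 active = inhibition above the mean over all tested compounds plus 3 SD, cut at about 4.2% in these data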;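 also: 0% = DAX1-transfected cells with DMSO and 100% = empty-vector control cells with DMSO; inhibition shows as a rise in luminescence from relieved DAX1 repression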
NR1D1 modulator – modulators of Rev-erb alpha DNA binding, primary screen, biochemical, FITC-DNA, fluorescence polarization, uHTS; Nuclear receptor subfamily 1 group D member 1 (Homo sapiens), P20393; activity, % at 10 µM; Rev-erbα–FITC-DNA binding, 90 min; hit rate 0.79% among 370,000;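 active = activity above about 14%, limit read from the data; passing the limit was not always enough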;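 also: 0% = DMSO wells with 35 nM protein and 100% = DMSO wells with 750 nM protein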
DAX1 inh-2 – DAX1 (NR0B1) inhibitors on StAR promoter, primary screen, cell-based, luminescence, SF-1 (NR5A1), full-length DAX-1 | hit rate 1.1% among 370,000 | AID 652010, 2013 | inhibition, % at 6.8 µM | HEK293T StAR-luciferase reporter, SF-1/DAX-1 repression relief;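 active = inhibition above the mean over all tested compounds plus 3 SD, cut at about 3.6% in these data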;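 also: 0% = DAX-1 cells with DMSO and 100% = cells lacking DAX-1 with DMSO; higher inhibition means more luminescence from relief of DAX-1 repression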
ADAM17 inh – ADAM17 inhibitors, primary screen, biochemical, QFRET. inhibition, % at 6.95 µM. hit rate 0.83% among 370,000. Disintegrin and metalloproteinase domain-containing protein 17 (Homo sapiens), P78536. AID 720648, 2013. recombinant ADAM17, EDANS/DABCYL FRET peptide cleavage;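 active = inhibition above the mean of compounds lying between control limits plus 3 SD, set per campaign, cut at about 8.5% in these data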;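 also: 0% = DMSO-only wells as the low control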
Target sequence (P78536 215-824 limits assumed): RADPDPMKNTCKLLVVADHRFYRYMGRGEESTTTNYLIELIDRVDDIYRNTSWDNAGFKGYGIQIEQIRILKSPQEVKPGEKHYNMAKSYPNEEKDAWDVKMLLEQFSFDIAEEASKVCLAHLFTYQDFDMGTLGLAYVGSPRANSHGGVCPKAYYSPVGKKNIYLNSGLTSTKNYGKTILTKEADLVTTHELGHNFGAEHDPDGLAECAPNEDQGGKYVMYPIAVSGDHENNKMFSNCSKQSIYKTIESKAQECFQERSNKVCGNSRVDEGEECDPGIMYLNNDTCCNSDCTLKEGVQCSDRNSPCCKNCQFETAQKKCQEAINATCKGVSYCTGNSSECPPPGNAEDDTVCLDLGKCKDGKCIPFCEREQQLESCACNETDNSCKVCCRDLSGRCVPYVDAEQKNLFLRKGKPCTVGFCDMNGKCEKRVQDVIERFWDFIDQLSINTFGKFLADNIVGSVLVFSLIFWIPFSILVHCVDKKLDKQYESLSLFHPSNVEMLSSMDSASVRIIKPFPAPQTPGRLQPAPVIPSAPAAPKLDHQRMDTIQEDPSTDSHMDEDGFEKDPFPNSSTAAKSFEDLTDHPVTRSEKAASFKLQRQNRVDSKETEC
hcDAF-12 act – H. contortus DAF-12 nuclear receptor activators, primary screen, cell-based, luminescence, HEK293, lit1-tk-luc reporter. HEK293 hcDAF-12 lit1-tk-luc reporter; 0% DMSO, 100% Δ7-dafachronic acid. activation, % at 6.8 µM. hit rate 1.4% among 370,000. AID 652067, 2013;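 active = activation above the mean of all tested compounds plus 3 SD, cut at about 5.5% in these data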;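 also: 100% = response to 3 µM Δ7-dafachronic acid high control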
hgDAF-12 ag – H. glycines DAF-12 receptor agonists, primary screen, cell-based, luminescence, HEK293, GAL4 fusion, UAS-luciferase. Nuclear hormone receptor DAF-12 (Heterodera glycines), GAL4 fusion. HEK293 GAL4-hgDAF12 UAS-luciferase reporter, agonist luminescence; normalized to butyrate control. activation, % at 6.8 µM. hit rate 1.8% among 370,000. AID 687014, 2013;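 active = activation above a cutoff set at the mean of all screened compounds plus 3 SD, cut at about 10% in these data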;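 also: 0% = DMSO wells and 100% = sodium butyrate wells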
PLC-beta3 inh – human PLC-beta3 inhibitors, primary screen, biochemical, fluorescence | 1-phosphatidylinositol 4,5-bisphosphate phosphodiesterase beta-3 (Homo sapiens), Q01970 | Purified PLC-beta3, fluorogenic substrate | inhibition, % at 12.2 µM | hit rate 0.18% among 370,000 | AID 720704, 2013; in the data active = inhibition above about 11%;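 also: 0% = median of compound wells on plate and 100% = full blocker control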
MBD2 inh – inhibitors of MBD2 binding to methylated DNA, primary screen, biochemical, TR-FRET, DNA-binding domain, human; Methyl-CpG-binding domain protein 2 (Homo sapiens), Q9UBB5; MBD2 binding to methylated oligonucleotide; inhibition, % at 4.4 µM; hit rate 0.31% among 370,000; in the data active = inhibition above about 13%
Target sequence (Q9UBB5 whole entry, looked up, the tested form may be a part): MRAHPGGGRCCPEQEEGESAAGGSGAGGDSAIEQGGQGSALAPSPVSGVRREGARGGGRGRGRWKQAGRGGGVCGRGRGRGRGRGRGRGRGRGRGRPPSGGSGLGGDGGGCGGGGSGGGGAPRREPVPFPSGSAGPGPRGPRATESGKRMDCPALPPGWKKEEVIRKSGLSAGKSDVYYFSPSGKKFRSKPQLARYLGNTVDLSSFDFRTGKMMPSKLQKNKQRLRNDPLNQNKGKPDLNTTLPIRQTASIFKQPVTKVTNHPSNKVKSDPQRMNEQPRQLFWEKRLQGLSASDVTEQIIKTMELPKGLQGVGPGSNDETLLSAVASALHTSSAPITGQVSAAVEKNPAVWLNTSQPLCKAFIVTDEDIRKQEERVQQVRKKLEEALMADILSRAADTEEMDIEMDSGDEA
PLC-gamma1 inh – PLC-gamma1 enzyme inhibitors, primary screen, biochemical, fluorescence, purified enzyme | 1-phosphatidylinositol 4,5-bisphosphate phosphodiesterase gamma-1 (Homo sapiens), P19174 | fluorogenic substrate | inhibition, % at 12.2 µM | hit rate 0.84% among 370,000 | AID 720700, 2013; in the data active = inhibition above about 9.5%
ssDAF12 agonist – S. stercoralis DAF-12 nuclear receptor activators, primary screen, cell-based, luminescence, HEK293, GRIP1 co-expression, lit1-tk-luc. Nuclear hormone receptor DAF-12 (Strongyloides stercoralis). HEK293 ssDAF-12/GRIP1 lit1-tk-luc reporter; % of 3 µM dafachronic acid response. activation, % at 6.8 µM. hit rate 1% among 370,000. AID 652126, 2013;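 active = activation above the mean over all tested compounds plus 3 SD, cut at about 0.9% in these data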;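 also: 0% = DMSO-only wells and 100% = 3 µM delta7-dafachronic acid wells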
SMARCA2 activ – SMARCA2 (BRM) function activators, primary screen, cell-based, luminescence, high throughput; MG213 cells, MMTV-luciferase reporter, dexamethasone, overnight; activation, % at 9.1 µM; hit rate 1% among 370,000; AID 652017, 2013; in the data active = activation above about 7.8%;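 also: 0% = vehicle wells and 100% = reference activator wells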
The depositor's hits bear a star; i = inactive; . = not tested or not shown. Compounds were not picked by outcome. About 7.4% of those tested had a hit in this group.

Under each structure – DAX1 inh-1	NR1D1 modulator	DAX1 inh-2	ADAM17 inh	hcDAF-12 act	hgDAF-12 ag	PLC-beta3 inh	MBD2 inh	PLC-gamma1 inh	ssDAF12 agonist	SMARCA2 activ
- COC(=O)[C@]12CCCCC=C1N(CCC1=CCCCC1)C(=O)[C@H](CC(=O)NCc1cccc(C(F)(F)F)c1)C2
 : .	5	-1.1	4	-0.9	2.6	9	-7	2	-1.4	0
- COc1ccc(C(=O)c2c(NC(C)=O)sc3c2CCN(C(=O)OC(C)(C)C)C3)cc1
 : .	-4	-0.2	-4	-2.4	-1.1	-5	2	0	-2.3	-2
- O=C(NC1CCCCC1)[C@H](O)[C@@H](O)C(=O)NC1CCCCC1
 : 0.1	6	-0.1	-3	-0.1	0.7	1	0	0	-0.9	0
- Cc1ccc(S(=O)(=O)Nc2ccccc2C(=O)N2CCCC2)cc1
 : 0.0	-1	-1.9	-8	0.7	-0.5	-3	5	1	-0.3	-1
- COc1cc2cc(Oc3ccc4ccc(=O)oc4c3)c(=O)oc2cc1O[C@@H]1O[C@H](CO)[C@@H](O)[C@H](O)[C@H]1O
 : 0.0	-10	0.0	-61	0.2	2.0	-166	0	-120	-0.6	5
- Cc1ccc(Cn2ccsc2=NC(=O)COC(=O)C(C)C)cc1
 : -0.4	8	-1.1	-3	-2.5	0.1	-10	-6	0	-1.5	-3
- O=C(CCOc1ccccc1)Nc1ccnn1C1CCN(Cc2ccc(O)cc2)CC1
 : 0.1	2	0.7	2	-1.0	1.4	-4	-1	0	-1.3	0
- CC(C)(C)C(=O)c1c(N)[nH]c(C(=O)c2ccccc2)c1-c1ccccc1Br
 : .	-4	1.8	-1	1.1	-2.5	-10	-6	-5	-0.3	-6
- c1cnc(-c2noc(CN3CCN(C4C5CC6CC(C5)CC4C6)CC3)n2)cn1 (stereo unspecified)
 : 0.5	6	0.2	-1	-0.5	-3.5	0	1	1	0.0	-2
- Cc1c2cnn(CC(=O)NCCN3CCOCC3)c(=O)c2c(C)n1Cc1ccc(F)cc1
 : 0.1	0	0.9	-7	0.3	0.7	-2	-5	-2	-0.7	0
- CS(=O)(=O)N(CC(=O)Nc1cccc(F)c1)Cc1ccccc1
 : 1.1	5	-0.2	-1	-2.7	-1.3	1	-1	0	-1.8	-2
- O=C(CC12CC3CC(CC(C3)C1)C2)Nc1ccccc1N1CCOCC1
 : 0.7	-1	0.8	-1	-0.1	-0.5	1	5	1	-2.0	-3
- CC1C(=O)N2CCCc3cc(NC(=O)C(=O)NCc4cccnc4)cc1c32 (stereo unspecified)
 : 2.2	-9	0.2	-4	1.2	1.3	-13	3	-3	-1.3	-1
- CN(C)S(=O)(=O)c1ccc(NC(=O)COC(=O)c2n[nH]c3ccccc23)cc1
 : -3.5	1	-1.5	1	1.4	-1.0	-2	-1	-1	-0.6	-3
- COc1ccccc1CN1CC(C(=O)NCc2ncccc2C)CCC1=O (stereo unspecified)
 : 1.2	-2	0.4	-1	-1.8	0.6	-6	-1	-3	-0.8	-2
- COc1ccc2c(c1)c1ncn(CCc3ccccc3)c(=O)c1n2C
 : -0.7	4	-1.7	i	-2.4	-5.4	-377	-5	-285	-1.4	-1
- Cc1ccc(F)c(S(=O)(=O)NC(=O)C2(C)CCN2C(=O)c2ccccc2)c1 (stereo unspecified)
 : .	-4	0.5	-7	-0.2	-1.8	1	5	-2	-1.2	-5
- COc1ccc(NC(=S)NCCN2CCC(C)CC2)cc1Cl
 : 0.1	-2	-0.5	-4	-0.8	0.9	-8	-4	1	-1.9	-5
- COc1cc2c(cc1OC)CN(C(=O)c1ccc(OC)c([N+](=O)[O-])c1)CC2
 : -1.8	-5	-0.3	-2	-2.5	-1.0	-9	2	0	-1.8	-2
- CCCCCCCCN1C(=O)[C@@H](CC(=O)N2CCN(C(=O)c3ccco3)CC2)C[C@@]2(C(=O)OC)C1=C[C@H](C(C)C)O[C@@H]2C1CC1
 : .	-4	-1.8	4	-0.3	1.9	3	-2	2	-0.9	-1
- Cc1oc2cc3oc(=O)c(CC(=O)NCCCC(=O)O)c(C)c3cc2c1C
 : 0.8	-8	0.0	-302	-1.6	-3.0	i	2	i	-0.7	-2
- OC(COCCOc1ccc(Br)cc1)CN1CCN(Cc2ccccc2)CC1 (stereo unspecified)
 : -1.2	3	-1.2	1	0.5	-0.8	0	0	2	-0.8	-5
- COCCC1CCCCN1C(=O)c1cc(COc2ccc(C)nc2)on1 (stereo unspecified)
 : -0.4	3	-5.5	-1	-0.8	-2.9	-3	-2	-1	-1.1	-1
- CSc1nc(-c2ccccc2)cn1-c1ccc(NC(C)=O)cc1
 : -0.8	3	1.2	-1	2.7	5.1	3	-1	0	-0.5	4
- C[C@H]1CN([C@@H](C)CO)C(=O)c2cc(NS(=O)(=O)c3ccc(F)cc3)ccc2O[C@H]1CN(C)S(=O)(=O)c1cn(C)cn1
 : 1.6	0	0.0	-1	-0.5	-0.3	2	-3	1	-0.2	0
- O=C(O)C1CCCN1S(=O)(=O)c1ccccc1 (stereo unspecified)
 : 0.5	3	0.0	4	0.2	5.2	7	1	5	-1.2	-4
- Cc1cc(NC(=O)CSc2nc3c(c(-c4cccnc4)c2C#N)CCC3)no1
 : -0.2	41*	0.2	-7	-1.8	-2.3	-8	8	-14	0.1	2
- O=[N+]([O-])c1ccc(N2CCCCC2)cc1
 : .	1	0.1	4	0.2	0.3	-9	0	-6	-1.5	-3
- O=S(CC(O)(c1ccccc1)c1ccccc1)CC(O)(c1ccccc1)c1ccccc1
 : 0.3	-6	-1.1	0	-0.3	-3.5	-5	5	4	-0.6	-3
- CCc1cc2c(C)cc(C)cc2nc1SCC(=O)Nc1cc(C)on1
 : 0.5	97*	0.2	0	-0.5	-0.8	3	-1	7	-0.7	-6
- S=c1[nH]nc(CSCCOc2ccc(Cl)cc2Cl)o1
 : 0.4	1	0.3	-5	1.0	-0.3	-9	3	-1	-1.1	-1
- COC(=O)C[C@H]1C[C@H]2c3cc(NC(=O)Nc4ccc(F)cc4)ccc3O[C@H]2[C@@H](CO)O1
 : 2.0	1	-1.6	-2	-1.2	-2.6	2	-1	2	-1.6	-3
- CSCC[C@H](NS(=O)(=O)c1ccc(C)cc1)C(=O)N1CCC(C(=O)N[C@@H](Cc2ccccc2)C(=O)O)CC1
 : -0.1	2	0.1	-3	-0.7	2.3	8	7	4	-0.6	2
- CCOC(=O)c1ccccc1NC(=O)CSc1nc(N)cc(=O)[nH]1
 : 2.5	-4	0.0	-4	-1.2	0.5	-3	4	1	-0.9	-3
- Cc1nn(CC(=O)Nc2ccc(Cl)cc2)c(=O)c2cc(-c3ccccc3)nn12
 : -0.4	7	-0.1	1	1.3	-0.9	-4	-1	1	-0.7	-2
- CC(C)N(C(=O)Nc1ccc2nccnc2c1)C(C)C
 : 0.8	-4	-0.3	-75	0.8	1.1	i	1	-495	-0.8	4
- CCCc1cc(C(=O)Nc2cccc3ccccc23)n(C)n1
 : -0.1	1	-0.1	3	-2.6	-0.3	-2	-3	2	-1.2	-3
- Cc1cnc2cc(Cl)c(Cl)cc2n1
 : -0.1	-1	-0.1	1	-1.3	0.2	3	-6	5	-0.6	5
- CCCCNC(=O)[C@H](CSCc1ccccc1)N1Cc2ccccc2C1=O
 : 0.2	1	0.2	0	-0.5	-0.9	5	-2	2	-0.9	1
- c1ccc(CCCCc2ccncc2)cc1
 : -1.2	10	-1.0	-3	-1.2	1.8	-5	-3	-2	-1.1	-1
- O=C(Nc1cc2c(oc1=O)CCCC2=O)c1cccc(Cl)c1
 : -0.2	-2	-0.6	-6	0.7	3.8	-3	1	-4	-1.1	1
- Cc1ccccc1OC/C(O)=C(\C#N)c1nc2ccccc2[nH]1
 : 0.5	-4	0.6	-3	1.9	-0.5	3	5	2	-0.8	-2
- CCOC(=O)N1CCN(C(=O)C2CCCN(c3nc4ccc(OCC)cc4s3)C2)CC1 (stereo unspecified)
 : 0.1	2	-1.4	1	-1.6	-0.2	-3	5	3	-1.6	-3
- Cn1nc(CC(=O)Nc2ccc3c(c2)OCCO3)c2ccccc2c1=O
 : -3.4	5	-3.5	-4	-4.0	-7.5	1	2	1	-2.2	-1
- CC(C)N(Cc1ccccc1)S(=O)(=O)c1ccc(-n2cccn2)cc1
 : 0.0	-4	-0.8	0	-3.8	-3.0	0	4	0	-1.2	-2
- COc1cc(C(=O)N(Cc2ccco2)Cc2cc3ccccc3[nH]c2=O)cc(OC)c1OC
 : 0.2	-4	0.5	-4	-0.2	-0.3	-5	1	-5	-0.9	-5
- CN(C)CCNC(=O)c1ccc(CS(=O)(=O)c2c(Cl)cccc2Cl)o1
 : 0.8	1	-0.3	-2	-0.7	0.9	-2	-1	-2	-0.6	1
- COc1ccc(CCNC(=O)c2c(-c3ccccc3)noc2C)cc1OC
 : 0.0	-3	-0.7	5	-2.8	-1.1	6	-1	8	0.4	-3
- Cc1ccc(C)c(Cn2nnc3c(=O)[nH]c(C(=O)NCC4CCCO4)nc32)c1 (stereo unspecified)
 : 0.1	1	-0.6	-5	-2.4	0.3	-1	2	-2	-1.9	1
- O=S(=O)(c1ccc2ccccc2c1)N1CCCOC1
 : 1.2	5	0.8	-2	1.0	-0.2	0	2	-1	-0.9	1
- CC[C@H](C)[C@@H]1NC(=O)[C@H]([C@@H](C)CC)NC(=O)[C@@H](CC(C)C)NC(=O)[C@H](Cc2ccccc2)NC(=O)[C@H](Cc2ccccc2)NC(=O)[C@@H]2CCCN2C(=O)[C@@H]2CCCN2C(=O)[C@H](C(C)C)NC(=O)[C@H](CC(C)C)NC1=O
 : 1.6	2	-0.2	-4	-0.3	-0.3	-1	-4	-4	-1.2	-1
- CCOc1ccc(CNc2ccc(S(N)(=O)=O)cc2)cc1
 : -1.2	-6	0.2	0	-1.6	-2.5	0	2	0	-1.3	-1
- CCOc1ccc(Nc2ncnc3c2cnn3Cc2ccccc2)cc1
 : -1.4	-5	0.2	3	-1.5	-3.1	-9	-2	-6	-1.6	-1
